Source: PubChem BioAssay
XIAP displacement = XIAP antagonists, biochemical, IAP family, fluorescence polarization (AID 1018). displacement, % at 20 µM; hits with a dose series show IC50 in µM. 0.007% of 200,000 active. XIAP BIR domain, fluorescence polarization peptide displacement; higher % means a stronger effect; in the data active means displacement above about 50%; further: a part of the inactive calls stands beside numbers as strong as those of hits
Siah-1 displacement = Siah-1 peptide-binding antagonists, primary screen, biochemical, fluorescence polarization, rhodamine-plectin, uHTS (AID 1817). Siah-1 / rhodamine-plectin peptide fluorescence polarization; higher % means a stronger effect. displacement, % at 20 µM; hits with a dose series show IC50 in µM. 0.02% of 290,000 active;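 active means displacement of at least 50% at 20 µM, with a fluorescence ratio check between 0.3 and a set limit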;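 further: plate controls were Siah plus tracer with DMSO for no effect and tracer alone without Siah for full effect; strong numbers were not always called active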
LYP phosphatase = PTPN22 lymphoid phosphatase activity blockers – biochemical, fluorescence intensity, uHTS (AID 1779) | recombinant LYP phosphatase, fluorescence intensity; higher % means a stronger effect | inhibition, % at 11.5 µM; hits with a dose series show IC50 in µM | 0.054% of 290,000 active; in the data active means inhibition above about 50%;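 further: plate controls were vehicle with enzyme for no effect and no enzyme for full effect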
AID2073 = disruptors of CaV2.2 binding to Mint1 – biochemical, HTRF (AID 2073); HTRF protein-protein interaction, Mint1-CaV2.2; higher % means a stronger effect; inhibition, % at 20 µM; hits with a dose series show IC50 in µM; 0.19% of 290,000 active; in the data active means inhibition mostly above about 51%, no sharp cut-off; inconclusive means no clear call, values can overlap the other calls; inactive means mostly below about 53%; further: some results filed as inactive read as strong as hits
NS5 inhibitors = flavivirus cap methylation enzyme inhibition – biochemical, confirmation dose response, primary screen (AID 588689) | Dengue-2 NS5 methyltransferase capping enzyme assay, biochemical; higher % means a stronger effect | one-dose inhibition, % at 25 µM; IC50 in µM for titrated hits | 0.3% of 340,000 active; in the data active means a potency from the dose series; inconclusive means inhibition above about 29% without an active follow-up result
Rac1 GTP hydrolysis = MgcRacGAP GTPase-activating activity inhibitors, confirmation, biochemical, ADP Hunter fluorescence. inhibition, % at 30 µM; hits with a dose series show IC50 in µM. 0.6% of 340,000 active. MgcRacGAP-stimulated Rac1 GTP hydrolysis, ADP Hunter fluorescence; higher % means a stronger effect; GST-tagged Rac1 F28L mutant substrate;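 active means first-screen hits whose inhibition reached a set limit at any dose in the follow-up dose series; inconclusive means inhibition above the set first-screen limit but never retested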;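 further: fluorescence reports GDP produced by GAP-driven GTP hydrolysis; strong numbers were not always called active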
RSV antiviral HEp-2 = RSV antiviral activity via CPE protection, HEp-2 cells, primary 10 µM value included (AID 2391) | HEp-2 cells, RSV-induced CPE inhibition; higher % means a stronger effect | 0.13% of 310,000 active | CPE inhibition, % at 10 µM; hits with a dose series show IC50 in µM; in the data active means a potency from the dose series; inconclusive means CPE inhibition mostly from about 23% at the one dose, without a potency; inactive means the rest, 99 in 100 with CPE inhibition below about 21%; further: strong numbers were not always called active
HIV peptide binding = inhibitors of HIV fusion peptide binding, primary screen, biochemical, uHTS, fluorescence dequenching (AID 1986); cell-free peptide binding, fluorescence dequenching, 30 min; higher % means a stronger effect; inhibition, % at 20 µM; hits with a dose series show IC50 in µM; 0.3% of 290,000 active; in the data active means inhibition mostly above about 52%, no sharp cut-off; inactive means mostly below about 76%; further: some results filed as inactive read as strong as hits
Large T inhibition = SV40 large T antigen inhibitors, biochemical (AID 1903) | SV40 large T antigen ATPase/helicase inhibition assay; higher % means a stronger effect | one-dose inhibition, % at 20 µM; IC50 in µM for titrated hits | 0.39% of 310,000 active; in the data active means a potency from the dose series; inconclusive means inhibition mostly from about 32% at the one dose, without a potency; inactive means the rest, 99 in 100 with inhibition below about 32%; further: strong numbers were not always called active
* hit, by the source's call; u = inconclusive; x = no result given.

SMILES	XIAP displacement	Siah-1 displacement	LYP phosphatase	AID2073	NS5 inhibitors	Rac1 GTP hydrolysis	RSV antiviral HEp-2	HIV peptide binding	Large T inhibition
Cc1[nH]n(-c2ccccc2)c(=O)c1N=Nc1ccc(C(N)=O)cc1	x	5%	-7%	2%	4%	11%	2.2%	-1.1%	5%
CCn1c(CN2CCN(c3ccc(OC)cc3)CC2)nc2cc(S(=O)(=O)N(C)C)ccc21	x	-2%	-3%	-4%	-4%	15%	15%	-0.3%	24%
COc1ccc(-n2c(Cn3nnc4ccccc43)n[nH]c2=S)cc1	-7.2%	3%	-6%	-14%	-11%	-6%	0.0%	7.8%	6%
COc1ccc(CN(C)C(=O)c2cc(-c3ccc(C)cc3C)nc3ccccc23)c(OC)c1OC	x	-9%	6%	4%	-1%	4%	8.0%	0.0%	-2%
COC(=O)c1ccc(NC(=O)Nc2ccc3c(c2)OCO3)cc1	x	-4%	-6%	-3%	-26%	10%	12%	3.1%	24%
Cc1ccc(CN2CCN(CC(=O)NC(C)CCc3ccccc3)C2=O)cc1 (configuration not stated)	0.7%	-6%	-6%	11%	-4%	5%	2.3%	-2.0%	4%
COc1ccc(N(C)C(=O)CN(C)S(=O)(=O)c2ccc3c(c2)c(=O)n(C)c(=O)n3C)c(OC)c1	x	2%	-12%	2%	-1%	10%	0.5%	-0.7%	15%
CC(=O)n1cc([C@@H]2C=C(C(=O)NCc3ccccc3)O[C@H](OCc3ccc(CO)cc3)C2)c2ccccc21	x	-3%	-1%	14%	20%	-4%	17%	3.8%	-10%
COC(=O)c1cn(NC(=O)c2ccc3c(c2)OCO3)c(=O)c2ccccc12	-3.5%	1%	-1%	0%	0%	2%	1.9%	-1.8%	10%
CCOCC(=O)Nc1cccc(-c2nc3cccnc3s2)c1C	-7.0%	3%	1%	-2%	-3%	2%	-0.3%	1.5%	8%
O=C(CCNC(=O)c1ccc(Br)cc1)NNC(=O)c1ccccc1O	x	x	x	x	1%	13%	-1.1%	x	21%
Cn1c(SCC(=O)Nc2ccc(Cl)cn2)nnc1C1CC1	x	4%	-13%	-1%	-4%	10%	1.5%	1.3%	23%
CCC(=O)Nc1ccc(N2CCN(C(=O)c3ccccc3C)CC2)cc1	-8.7%	0%	0%	-6%	-3%	-4%	1.3%	0.4%	12%
O=C(COc1ncnc2ccccc12)Nc1ccc(Cl)c([N+](=O)[O-])c1	-0.6%	4%	-1%	9%	-5%	11%	0.9%	-1.0%	12%
Cc1ccc(C(=O)NNc2ncnc3c2cnn3C)cc1	x	1%	0%	0%	3%	2%	2.8%	0.8%	29%
O=C(NCc1ccccc1Cl)C1CCN(S(=O)(=O)c2ccc(N3CCCC3=O)cc2)CC1	x	6%	-1%	2%	-8%	0%	1.5%	2.3%	9%
CC(C)(C)OC(=O)CNC(=O)c1[nH]cnc1C(=O)NCCCCCN	x	x	x	x	-11%	5%	-0.1%	x	7%
CCOc1ccc(CCNC(=O)Cc2ccc(NC(=O)C3=C(C)OCCS3)cc2)cc1	x	5%	-7%	16%	3%	2%	4.9%	-0.5%	7%
COCCCNC(=O)c1c(-c2ccccc2)noc1C	-5.4%	-6%	1%	2%	-3%	1%	1.1%	15%	9%
COc1ccc(S(=O)(=O)N2CCCC2)cc1C(C)C	-2.1%	3%	-7%	24%	-7%	6%	0.9%	2.0%	3%
CCc1nnc(N/N=C\c2ccc(OC(C)=O)c(OC)c2)n1N	x	13%	-5%	-4%	-10%	11%	-1.0%	-1.3%	21%
O=C(CSc1nn(-c2ccccc2)c(=S)s1)Nn1cnnc1	-4.3%	-1%	-2%	9%	-2%	8%	0.7%	-0.5%	11%
FC(F)Oc1ccccc1NC(=S)NCCc1ccccc1	x	x	x	x	3%	5%	1.4%	x	13%
COC(=O)c1cc(OC)c(OC)cc1NC(=O)CSc1ccc(C)cc1	-5.7%	1%	-4%	-4%	-1%	8%	1.1%	-4.3%	16%
CCOc1ccc(N(CC(=O)Nc2nccs2)S(=O)(=O)c2c(C)noc2C)cc1	-7.2%	4%	-1%	5%	-7%	3%	0.2%	3.4%	4%
CCCOP(=O)(c1ccc(N(C)C)cc1)C(O)c1cccnc1 (configuration not stated)	-2.2%	-2%	-4%	0%	-7%	0%	0.1%	1.4%	20%
COc1ccc(NC2=CC(c3ccc(OC)cc3)N(c3ccc(OC)cc3)C2=O)cc1 (configuration not stated)	-2.8%	7%	3%	37%	3%	11%	3.1%	11%	12%
CC(=O)Nc1ccc(S(=O)(=O)n2cnc3cc(C)c(C)cc32)cc1	-2.0%	-1%	-7%	1%	-2%	10%	15%	-2.3%	3%
CCOC(=O)/C(=N\Nc1ccccc1[N+](=O)[O-])c1csc(N)n1	3.9%	-2%	-6%	4%	-5%	4%	2.0%	-1.6%	4%
Cc1[nH]nc2c1C(c1ccccc1F)NC2=O (configuration not stated)	-5.4%	-2%	-4%	0%	-4%	3%	7.3%	-3.3%	2%
CCCCN(CC)C(=O)C1CCCN(S(=O)(=O)c2cccc3nsnc23)C1 (configuration not stated)	x	-5%	-1%	7%	7%	-32%	3.1%	-2.3%	1%
Cc1cccc(N2CCN(C(=O)NC3CCCCC3)CC2C)c1 (configuration not stated)	x	5%	-4%	-7%	-1%	x	3.5%	-1.0%	2%
CCN(CC)CCNC(=O)c1ccc(NC(=O)/C=C/c2cc(OC)c(OC)c(OC)c2)cc1	-3.4%	-1%	2%	-4%	0%	18%	1.9%	0.7%	12%
COc1c(C)cc(S(=O)(=O)NCc2ccco2)c(C)c1C	x	0%	-3%	7%	0%	7%	1.0%	-1.5%	13%
CCCN1C2CCCC1CC(NC(=O)NC1CCCCC1)C2 (configuration not stated)	2.4%	4%	-4%	3%	-2%	-4%	0.5%	0.7%	-3%
CNC(=O)c1csc(-c2ccncc2)n1	-2.5%	-1%	5%	5%	-5%	9%	0.9%	0.2%	-3%
FC(F)(F)c1cccc(CN2CCC(c3cc(-c4cccs4)n[nH]3)CC2)c1	-3.0%	5%	-6%	10%	-6%	15%	-2.1%	0.6%	6%
CCN(CC(=O)Nc1ccc(NC(C)=O)cc1)C(=O)CCCSc1nc2ccccc2[nH]1	x	x	x	x	-1%	3%	-0.1%	x	12%
CCOc1cccc(CN2CCC(n3nccc3NC(=O)CCCc3ccccc3)CC2)c1	x	-3%	-3%	4%	5%	6%	0.8%	1.9%	13%
COc1ccc(C(=O)NNC(=O)C(NC(=O)c2ccccc2NC(=O)c2ccco2)C(C)C)cc1 (configuration not stated)	-8.7%	15%	-9%	20%	-11%	5%	4.0%	3.3%	4%

An excerpt from above in order of number of heavy atoms, low to high.
SMILES	XIAP displacement	Siah-1 displacement	LYP phosphatase	AID2073	NS5 inhibitors	Rac1 GTP hydrolysis	RSV antiviral HEp-2	HIV peptide binding	Large T inhibition
COc1c(C)cc(S(=O)(=O)NCc2ccco2)c(C)c1C	x	0%	-3%	7%	0%	7%	1.0%	-1.5%	13%
O=C(CSc1nn(-c2ccccc2)c(=S)s1)Nn1cnnc1	-4.3%	-1%	-2%	9%	-2%	8%	0.7%	-0.5%	11%
CCOc1ccc(N(CC(=O)Nc2nccs2)S(=O)(=O)c2c(C)noc2C)cc1	-7.2%	4%	-1%	5%	-7%	3%	0.2%	3.4%	4%

Next structures:
SMILES	XIAP displacement	Siah-1 displacement	LYP phosphatase	AID2073	NS5 inhibitors	Rac1 GTP hydrolysis	RSV antiviral HEp-2	HIV peptide binding	Large T inhibition
C=CCNC(=O)C(=O)NCC(c1ccc2c(c1)OCO2)N1CCOCC1 (configuration not stated)	x	-6%	-8%	0%	-14%	9%	0.8%	-0.4%	6%
CC(C)N(Cc1nccn1C)C(=O)c1ccc2oc(Cc3ccccc3)nc2c1	x	4%	-3%	-3%	-3%	-8%	x	1.0%	x
CC(=O)N(c1ccccc1)c1nc(/C=C/C(=O)O)cs1	-5.4%	1%	-2%	5%	0%	4%	0.2%	-0.3%	6%
CC1CC(C)CN(C(=O)COC(=O)Cc2ccc(Br)cc2)C1 (configuration not stated)	x	0%	-4%	9%	1%	6%	3.4%	-1.6%	12%
O=C(NCc1ccon1)C1CCC(=O)N(CCc2cccc(F)c2)C1 (configuration not stated)	x	-4%	-1%	0%	1%	5%	x	0.4%	x
O=C(c1ccco1)n1nc(NCc2ccccc2)nc1NCc1ccccc1	-14%	7%	2%	3%	x	12%	1.1%	-1.1%	6%
Cc1cccc(-n2ncc3c(NCc4ccc5c(c4)OCO5)ncnc32)c1	-0.3%	-3%	-2%	-3%	-2%	6%	0.6%	-0.1%	9%
Cc1ccc(Cn2c(Sc3nccc(C)n3)nc3c2c(=O)[nH]c(=O)n3C)cc1	-4.8%	3%	-6%	3%	1%	7%	1.1%	4.9%	14%
CCOC(=O)C1CCC(CNCc2ccc(Cl)cc2)CC1 (configuration not stated)	-16%	-4%	3%	-12%	-11%	5%	0.6%	1.6%	3%
CCSc1nc(-c2ccc(OC)cc2)ccc1C#N	-1.9%	7%	5%	16%	2%	9%	u	-0.1%	5%
O=C(c1ccc(F)cc1)C1CCN(Cc2cn[nH]c2-c2ccccc2)CC1	x	-3%	-2%	-1%	0%	14%	x	0.7%	-1%
Cc1ccc(S(=O)(=O)C(C#N)c2nc3ccccc3nc2N2CCCCC2)cc1 (configuration not stated)	-5.6%	6%	-9%	18%	x	x	x	1.1%	x
O=C1Nc2c(c(=O)[nH]c(=O)n2-c2ccccc2)C1(Nc1ncccn1)C(F)(F)F (configuration not stated)	-1.0%	-1%	-3%	22%	7%	6%	0.2%	-0.6%	16%
OC1(c2ccc3ccccc3c2)CCN(Cc2ccccc2)C1 (configuration not stated)	-3.6%	2%	-10%	-2%	-3%	9%	-1.1%	-0.2%	23%
CC(C)n1c(CN(C)c2ccccc2)nc2ccccc21	x	1%	3%	-4%	0%	3%	11%	-0.2%	7%
COCCOC(=O)C1=C(C)N(c2ccccc2)C(=S)NC1c1ccccc1C(F)(F)F (configuration not stated)	-3.4%	6%	0%	23%	-12%	-8%	0.8%	-1.9%	2%
Cc1cccc(-c2nc3cc([N+](=O)[O-])ccc3o2)c1	3.4%	2%	-1%	29%	-5%	6%	8.5%	-0.3%	14%
O=C(NC1CCCC1)c1nc2c(nnn2Cc2cccc(Cl)c2)c(=O)[nH]1	-3.7%	-1%	4%	1%	4%	10%	1.8%	1.9%	19%
CC(=O)Nc1ccc(S(=O)(=O)NCCC(=O)Nc2cc(C)ccn2)cc1	x	x	x	x	4%	-4%	-1.1%	x	25%
CCNc1nc2c(c(=O)[nH]c(=O)n2C)n1Cc1ccc(F)cc1	-10%	2%	4%	-4%	-6%	0%	-0.1%	-2.0%	-5%
CCc1ccc(C(=O)COC(=O)c2ccc(Cl)nc2)cc1	-4.2%	5%	-8%	11%	x	x	1.9%	0.1%	5%
Brc1ccc(-c2cnc3n2CCCC3)cc1	-2.6%	0%	-8%	6%	-8%	4%	6.1%	2.7%	4%
Cc1nc2c(-c3ccccc3)c(C)nn2c(C)c1CC(=O)O	-1.5%	-2%	-2%	12%	11%	2%	1.6%	1.4%	-2%
